# TSG101-PTAP inh = blocks PTAP/TSG101 interaction to inhibit HIV-1 budding; Q99816; AID 493005; Fluorescence polarization, FITC-PTAP peptide / Tsg101 binding; Potency, µM (series often up to 115 µM), for inactives: at the highest dose activity change, negative = inhibition, actives largely listed as inhibitors; 340,000 tested, under 10 active; active = well fitted inhibition curve with a large enough effect in the main read-out, with a control signal flat, not every such curve was filed as active; inconclusive = small, poorly fitted or top-dose-only effect, or effect the other way, or a change in a side signal; inactive = no such curve, though single readings can be large or run the other way; note: potency is the fitted concentration of half-maximal effect; % of control where 0% means no effect
# Target sequence (Q99816 whole entry, looked up): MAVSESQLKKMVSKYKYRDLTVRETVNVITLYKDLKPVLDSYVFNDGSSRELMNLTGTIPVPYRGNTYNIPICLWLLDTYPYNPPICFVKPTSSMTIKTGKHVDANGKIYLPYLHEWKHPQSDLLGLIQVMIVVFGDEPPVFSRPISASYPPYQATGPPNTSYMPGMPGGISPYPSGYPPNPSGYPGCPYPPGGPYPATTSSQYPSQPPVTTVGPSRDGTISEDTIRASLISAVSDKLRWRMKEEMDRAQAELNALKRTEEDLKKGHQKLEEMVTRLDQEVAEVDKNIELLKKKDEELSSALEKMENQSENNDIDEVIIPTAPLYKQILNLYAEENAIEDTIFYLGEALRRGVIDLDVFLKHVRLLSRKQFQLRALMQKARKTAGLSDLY
#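 Fluorescence anisotropy tracks displacement of a FITC-tagged PTAP peptide (50 nM) from the Tsg101 binding domain (10 uM), following a 20 min room-temperature incubation at pH 7.5.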
# PKM2 activator = activators of human pyruvate kinase M2; P14618; purified PKM2, Kinase-Glo ATP luminescence, activation; response scale: 0% is enzyme alone, no compound; Potency, µM (doses to about 57.5 µM), for inactives: at the highest dose activation, actives largely listed as activators; 260,000 tested, 0.34% active; AID 1631; note: potency is the fitted concentration of half-maximal effect; % is set by controls: 0 for no effect and ±100 for the full control effect; nearly all actives have a fitted effect of over 55% in size
#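 Purified hPK-M2 (>95% pure) converted ADP (0.1 mM final) to ATP with 0.5 mM PEP in 50 mM imidazole pH7.2, KCl, MgCl2, Tween 20, BSA; 1 h at room temperature. ATP detected by Kinase-Glo luminescence.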
# Integrin act MD = integrin-mediated muscular dystrophy alleviation activation; alpha7betagal myoblasts, beta-gal FDG fluorescence, 48 h; Potency, µM (titrated, usually from 38.3 µM), for inactives: top-dose activation, actives largely listed as activators; 350,000 tested, 0.064% active;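 note: potency is the fitted concentration of half-maximal effect; 100% = response of the positive control SU9516; nearly all actives have a fitted effect of over 60% in size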
#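 alpha7betagal+/- myoblasts (passage 13, 250/well) treated 48 h at 37C with compounds at 1:260 dilution of DMSO stock. Lysed, then beta-galactosidase activity read as FDG fluorescence (ex 480/em 540) after 30 min, with pre-read for autofluorescence.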
# GALK inh = galactokinase (human) inhibition; P51570; Purified GALK, Kinase-Glo residual ATP luminescence; Potency, µM (titrated, usually from 57.5 µM), without a hit: top-dose activity change, negative = inhibition, hits mostly inhibitors; 270,000 tested, 0.007% active; AID 1868; note: potency is the fitted concentration of half-maximal effect; % is set by controls: 0 for no effect and ±100 for the full control effect
#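 ATP-depletion format; final 35 uM ATP, 100 uM D-galactose, 5 nM enzyme; pH 8.0 HEPES/Mg2+ buffer; 60 min RT; luminescence read 10 min after detection reagent.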
# Giardia killer = kills Giardia lamblia. Giardia lamblia trophozoite viability. activity change, % at 7.66 µM, hits read low. 340,000 tested, 0.15% active; in the data active = activity change below about -80%; inconclusive = between about -30% and that limit;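 note: parasites exposed to compound for two days anaerobically before the ATP read; % is set by controls: 0 for no effect and ±100 for the full control effect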
#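 Anaerobic 48 hrs incubation at 37 deg C of 100 trophozoites/well with test compounds; ATPLite 1-Step luminescence, 15-30 min RT, reports cellular ATP as viability.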
# Menin MLL FP TR = menin-MLL binding inhibition, Texas Red mutant peptide. AID 1768. Potency, µM (doses to about 61.6 µM), for inactives: at the highest dose FP activity change, negative = inhibition, most hits filed as inhibitors. Menin + Texas Red MLL mutant peptide, fluorescence polarization. 270,000 tested, 0.23% active. O00255; active = well fitted inhibition curve with a large enough effect in the polarisation, with a control signal flat, not every such curve was filed as active; inconclusive = small, poorly fitted or top-dose-only effect, or effect the other way, or a change in a side signal; inactive = no such curve, though single readings can be large or run the other way; the % refers to the polarisation; note: potency is the fitted concentration of half-maximal effect; % of control where 0% means no effect; many of its hits are not listed in these tables
# BCR signal inh = inhibitors of chronic active B-cell receptor signaling; 340,000 tested, 0.05% active; Potency, µM (highest dose often 46.1 µM), for the others: at the highest dose ratio change, negative = lower green/red ratio, most hits filed as inhibitors; AID 493014; ABC-DLBCL IkBa-CBG/CBR reporter, luminescence ratio, 4 h; active = well fitted inhibition curve with a large enough effect in the signal ratio, with a control signal flat, not every such curve was filed as active; inconclusive = small, poorly fitted or top-dose-only effect, or effect the other way, or a change in a side signal; the % refers to the signal ratio;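 note: potency is the fitted concentration of half-maximal effect; plate controls were basal doxycycline-induced cells for no effect and cells given 10 µM MG132 for full effect; MG132 reads +100%, hits lower the ratio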
#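 Doxycycline induced both beetle luciferases in TMD8 lymphoma cells; IKK-driven degradation limits the IkappaBalpha-fused green signal, while red luminescence normalises for cell number and nonspecific effects. Compounds tested up to 46 uM, 4 hrs.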
# B2AR arrestin = recruits beta-arrestin to the human beta2-adrenergic receptor; P07550; beta-arrestin recruitment to beta2AR, cell-based reporter; Potency, µM (titrated, usually from 46.1 µM), for inactives: top-dose activation, usual class: activators; 330,000 tested, 0.02% active; AID 492947;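 note: potency is the fitted concentration of half-maximal effect; 0% = DMSO controls and full agonism = EC100 isoproterenol or metaproterenol; nearly all actives have a fitted effect of over 65% in size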
# FBPA coupling cs = coupling enzyme interference in Giardia aldolase counter-screen; coupling enzyme system counterscreen, AmpLite Red fluorescence; 290,000 tested, 0.67% active; activity change, negative = inhibition, % at 58.2 µM, hits read low; in the data active = activity change below about -30%; note: % is set by controls: 0 for no effect and ±100 for the full control effect
#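 Counterscreen lacking aldolase: glyceraldehyde-3-phosphate coupling-enzyme reagent preincubated 10 min at RT with compound (at 57.5 uM final), then substrate/coupling system with AmpLite Red added; fluorescence read at 525/598 nm after 20 min RT.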
# S-ASM inh = blocks human secretory acid sphingomyelinase; P17405; 340,000 tested, 0.006% active; AID 504937; placental ASM, HMU-PC fluorogenic substrate, 60 min; Potency, µM (top dose mostly 57.5 µM), for inactives: top-dose activity change, negative = inhibition, most hits filed as inhibitors; note: potency is the fitted concentration of half-maximal effect
# Target sequence (P17405 47-631 limits assumed): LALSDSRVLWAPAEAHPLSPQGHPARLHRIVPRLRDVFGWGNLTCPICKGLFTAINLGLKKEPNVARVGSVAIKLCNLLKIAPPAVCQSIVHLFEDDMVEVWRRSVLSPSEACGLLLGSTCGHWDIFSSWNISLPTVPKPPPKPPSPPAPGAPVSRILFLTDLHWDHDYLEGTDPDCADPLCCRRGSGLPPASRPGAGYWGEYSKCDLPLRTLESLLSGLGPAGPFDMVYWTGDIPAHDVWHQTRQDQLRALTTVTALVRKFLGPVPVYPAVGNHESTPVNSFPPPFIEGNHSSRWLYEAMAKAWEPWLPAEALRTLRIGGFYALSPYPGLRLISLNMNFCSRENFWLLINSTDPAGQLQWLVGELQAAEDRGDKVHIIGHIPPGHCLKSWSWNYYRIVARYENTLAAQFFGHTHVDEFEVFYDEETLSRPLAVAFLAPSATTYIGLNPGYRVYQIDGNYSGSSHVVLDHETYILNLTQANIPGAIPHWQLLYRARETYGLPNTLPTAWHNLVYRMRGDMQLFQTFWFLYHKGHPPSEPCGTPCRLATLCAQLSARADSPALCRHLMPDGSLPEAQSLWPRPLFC
#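 Fluorogenic HMU-PC substrate (9 uM final) is turned over by placental ASM in 60 min at 37 C after a 10 min compound preincubation. Reaction ended by alkaline stop (pH 10), with fluorescence read at 386/447 nm.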
# Tb PFK block = blocks T. brucei phosphofructokinase | Potency, µM (highest dose often 57.5 µM), for the others: top-dose activity, negative = inhibition, usual class: inhibitors | T. brucei PFK, ADP-Glo luminescence | AID 485367 | O15648 | 330,000 tested, 0.17% active;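 note: potency is the fitted concentration of half-maximal effect; 0% = uninhibited 1x PFK enzyme wells and -100% = no-enzyme wells; nearly all actives have a fitted effect of over 60% in size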
#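 1.25 nM PFK with 0.5 mM F6P and 0.1 mM ATP in 0.1 M TEA pH 8.0, 5 mM MgCl2, incubated 45 min at room temperature; ADP measured by ADP-Glo luminescence; compounds titrated up to 57 uM.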
# An asterisk follows results filed as active; u = inconclusive; x = not tested or not shown; [ ] = dose if it differs, or a comment. Unless noted, calls come from the whole dose curve; as a rule, active = well fitted curve in the direction sought with a large enough effect; inconclusive = small, poorly fitted or top-dose-only effect, or another doubt; inactive = no such curve, though single readings can be large; an effect the other way counts as inactive or inconclusive. Not all compounds are listed (hit frequency here may not be typical).
SMILES,TSG101-PTAP inh,PKM2 activator,Integrin act MD,GALK inh,Giardia killer,Menin MLL FP TR,BCR signal inh,B2AR arrestin,FBPA coupling cs,S-ASM inh,Tb PFK block
O=C(COC(=O)c1cc(S(=O)(=O)N2CCOCC2)ccc1Cl)NCc1ccccc1,2%,x,0%,x,-17,x,2%,2.8%,x,0%,5%
CN(C(=O)COC(=O)/C=C/c1ccc(Cl)c(Cl)c1)c1c(N)n(Cc2ccccc2)c(=O)[nH]c1=O,-1%,x,-49%[inhibitor],x,-10,x,-8%,-0.6%,x,-2%,4%
CSc1ncccc1C(=O)OCC(=O)Nc1ccc2c(c1)OCO2,-3%,1%,-2%,10%,-11,19%,u,0.3%,1,5%,-4%
Cc1ccc(C)c(S(=O)(=O)N2CCN(C(=O)c3ccccc3Cc3ccccc3)CC2)c1,-6%,x,-33%,x,24,x,-1%,-0.2%,x,-4%,2%
COC(=O)c1ccc(COC(=O)C2CC(O)CN2S(=O)(=O)c2ccc([N+](=O)[O-])cc2)cc1 (stereo not drawn),-3%,x,-35%,x,-21,x,-2%,0.4%,x,0%,-2%
COc1cccc(OCCNc2cc(N3CCOCC3)ccc2[N+](=O)[O-])c1,-2%,u,-38%,0%,5,13%,u,-0.2%,-2,-24%,1%
O=C1OC(N2C(=O)CC[C@H]2C(=O)NCC2CCCO2)c2ccccc21 (stereo partly drawn),-3%,1%,-6%,x,16,3%,-1%,-0.9%,-2,-1%,2%
Cc1ccc(C)c(C(=O)COC(=O)c2cc(Cl)nc3ccccc23)c1,1%,1%,33%,0%,-13,15%,0%,-0.3%,0,-4%,-1%
C=CCn1c(-c2ccc(Cl)cc2)c[nH]c1=S,-7%,4%,14%,8%,8,4%,u,20µM*,2,1%,-6%
CCOC(=O)N1CCN(C(=O)c2nn(C)c3c2CSc2ccccc2-3)CC1,-4%,1%,19%,x,-8,-13%,u,0.1%,-1,-1%,-2%
Cc1ccc(S(=O)(=O)Nc2ccccc2CNc2cccc(C)n2)cc1,-4%,1%,2%,-5%,18,u,0%,-0.3%,-2,1%,7%
O=C(CSc1nnc(Cc2cccs2)n1-c1ccccc1)Nc1ccc2c(c1)OCCO2,-4%,-13%,5%,-3%,4,-17%,u,0.0%,6,0%,-7%
CN(Cc1cc2ccccc2[nH]c1=O)C(=O)COc1ccccc1,-7%,2%,-24%,12%,33[activator],x,3%,0.2%,-1,2%,-2%
CC(C(=O)Nc1cc(Cl)cc(Cl)c1)N1CCCC1 (stereo not drawn),-1%,x,-2%,-2%,6,-1%,2%,0.0%,2,0%,0%
Cc1cccc2c1cnn2C(=O)CCC(=O)NCC(C)c1ccccc1 (stereo not drawn),0%,-4%,-14%,x,-1,-8%,u,0.5%,1,-3%,0%
COc1ccccc1C(=O)OCC(=O)Nc1ccc(OC(F)F)cc1,2%,-5%,-8%,-1%,-6,4%,-19%,-0.2%,1,-1%,-1%
O=C(NCc1ccccc1)c1ccc(S(=O)(=O)Nc2cccc(C(F)(F)F)c2)cc1,-6%,9%,u,5%,-19,x,13%,-0.2%,1,-3%,0%
COc1ccc2ccccc2c1CN1CCSCC1,-3%,-2%,-22%,5%,-19,-10%,1%,-0.2%,3,-2%,1%
O=C(Nc1ccc(N2CCOCC2)cc1)Nc1cnsn1,-7%,-1%,0%,-2%,13,-3%,u,-0.1%,-6,3%,-3%
Cc1cc(C)cc(N(CC(=O)NC2CCCC2)C(=O)CCC(=O)Nc2cc(C)ccn2)c1,0%,x,5%,-1%,32[activator],u,u,0.6%,1,-1%[11.5 µM],0%
Cc1cc(C)c(C#N)c(SCCS(=O)(=O)Cc2ccc(Cl)cc2)n1,-4%,1%,-31%,4%,7,u,1%,-0.2%,0,-6%,-3%
Cc1cc(=O)oc2c(C)c(OC(C)C(=O)Nc3ccc(N4CCC(C)CC4)cc3)ccc12 (stereo not drawn),1%,0%,-2%,-2%,12,32%[activator],3%,0.1%,0,-3%,2%
CCOC(=O)c1c(-c2ccccc2)csc1NC(=O)c1ccc(S(=O)(=O)N2CCOCC2)cc1,-7%,2%,-9%,3%,-11,-15%,4%,-0.7%,4,8%,0%
CCN1C(=O)S/C(=C/c2cn(C)c3ccccc23)C1=O,-1%,-5%,28%,1%,23,5%,u,0.0%,1,2%,4%
CN(C(=O)c1cccc(NC(=O)c2ccccc2)c1)C1CCCCC1,-1%,-2%,u,-7%,-5,x,3%,0.6%,x,1%,2%

# Among those listed so far, two contain a thiophene ring, fused or not:
SMILES,TSG101-PTAP inh,PKM2 activator,Integrin act MD,GALK inh,Giardia killer,Menin MLL FP TR,BCR signal inh,B2AR arrestin,FBPA coupling cs,S-ASM inh,Tb PFK block
O=C(CSc1nnc(Cc2cccs2)n1-c1ccccc1)Nc1ccc2c(c1)OCCO2,-4%,-13%,5%,-3%,4,-17%,u,0.0%,6,0%,-7%
CCOC(=O)c1c(-c2ccccc2)csc1NC(=O)c1ccc(S(=O)(=O)N2CCOCC2)cc1,-7%,2%,-9%,3%,-11,-15%,4%,-0.7%,4,8%,0%

# Back to the main list with the 3 entries that preceded the break.
SMILES,TSG101-PTAP inh,PKM2 activator,Integrin act MD,GALK inh,Giardia killer,Menin MLL FP TR,BCR signal inh,B2AR arrestin,FBPA coupling cs,S-ASM inh,Tb PFK block
CCOC(=O)c1c(-c2ccccc2)csc1NC(=O)c1ccc(S(=O)(=O)N2CCOCC2)cc1,-7%,2%,-9%,3%,-11,-15%,4%,-0.7%,4,8%,0%
CCN1C(=O)S/C(=C/c2cn(C)c3ccccc23)C1=O,-1%,-5%,28%,1%,23,5%,u,0.0%,1,2%,4%
CN(C(=O)c1cccc(NC(=O)c2ccccc2)c1)C1CCCCC1,-1%,-2%,u,-7%,-5,x,3%,0.6%,x,1%,2%
Cc1cccc(C(=O)NCC(=O)Nc2ccc(S(=O)(=O)Nc3nc(C)cc(C)n3)cc2)c1,-1%,9%,-20%,3%,-6,6%,0%,0.1%,5,11%,1%
O=C1CC2CCCN2C=C1I (stereo not drawn),-9%,x,-14%,x,-28,x,3%,-0.4%,x,7%,0%
CCCS(=O)(=O)N1CCC(C(=O)NCCc2ccccc2)CC1,-1%,-5%,-11%,0%,-8,0%,u,-0.2%,1,4%,-8%
Oc1ccccc1C1OCC2(CO1)COC(c1ccccc1O)OC2 (stereo not drawn),3%,-2%,9%,-1%,-2,9%,-9%,-0.4%,0,x,7%
Cc1cc(C)n(-c2ccc(C(=O)O)cc2[N+](=O)[O-])n1,-6%,-1%,-13%,-2%,-1,-7%,-20%,-0.7%,1,-2%,-8%
CN(C)CC1CCCCC1OC(=O)/C=C/c1ccc(Cl)cc1Cl (stereo not drawn),-3%,-7%,-11%,5%,5,u,u,0.0%,3,-4%,-5%
CCOC(=O)c1c(C)[nH]c(C(=O)COC(=O)C2CC2C)c1C (stereo not drawn),-1%,2%,-25%,1%,0,-3%,7%,0.0%,-1,-1%,1%
C=CCCN([C@H](CO)Cc1ccccc1)S(=O)(=O)c1ccccc1Br,-1%,x,19%,x,8,x,4%,0.4%,x,28%,1%
O=C1[C@H]2[C@@H](c3ccc(F)cc3)N3C(=O)N(c4ccc(C(F)(F)F)cc4)C(=O)[C@@]3(Cc3ccccc3)[C@H]2C(=O)N1C1CCCCC1,-5%,x,-24%,x,-6,x,13%,-0.4%,x,-7%,-7%
O=C(N=Nc1c(O)[nH]c2ccc(F)cc12)c1ccc(NS(=O)(=O)c2cccs2)cc1,-3%,x,2%,x,-20,x,-14%,0.4%,x,-3%,0%
COc1ccc(-c2cnnc(N/N=C/c3ccc(OC)c(OC)c3)n2)cc1,0%,5%,5%,x,5,1%,1%,-0.4%,4,-13%,5%
CC1=NNC(=O)C1CCC(=O)N/N=C(\C)c1ccc(Cl)cc1 (stereo not drawn),0%,-5%,13%,2%,-15,x,u,0.1%,-1,-3%,-6%
Cc1cc(C)n2nc(-c3cnn(C)c3C(F)(F)F)cc2n1,0%,-2%,6%,0%,-1,-9%,-23%,-0.4%,-4,0%,1%

# Source: PubChem BioAssay
